Eya2 inh: inhibitors of human Eya2 phosphatase activity | recombinant Eya2, OMFP fluorescence dephosphorylation (OMFP is methylfluorescein phosphate) | AID 488837 | Potency, µM (highest dose often 76.9 µM), inactives show top-dose activity, negative = inhibition, usual class: inhibitors | 0.006% of 330,000 active | O00167; further: potency means the concentration at half of the fitted maximal effect; on the % scale 0 is the no-effect control and ±100 the full control effect
Target sequence (O00167 whole entry, looked up): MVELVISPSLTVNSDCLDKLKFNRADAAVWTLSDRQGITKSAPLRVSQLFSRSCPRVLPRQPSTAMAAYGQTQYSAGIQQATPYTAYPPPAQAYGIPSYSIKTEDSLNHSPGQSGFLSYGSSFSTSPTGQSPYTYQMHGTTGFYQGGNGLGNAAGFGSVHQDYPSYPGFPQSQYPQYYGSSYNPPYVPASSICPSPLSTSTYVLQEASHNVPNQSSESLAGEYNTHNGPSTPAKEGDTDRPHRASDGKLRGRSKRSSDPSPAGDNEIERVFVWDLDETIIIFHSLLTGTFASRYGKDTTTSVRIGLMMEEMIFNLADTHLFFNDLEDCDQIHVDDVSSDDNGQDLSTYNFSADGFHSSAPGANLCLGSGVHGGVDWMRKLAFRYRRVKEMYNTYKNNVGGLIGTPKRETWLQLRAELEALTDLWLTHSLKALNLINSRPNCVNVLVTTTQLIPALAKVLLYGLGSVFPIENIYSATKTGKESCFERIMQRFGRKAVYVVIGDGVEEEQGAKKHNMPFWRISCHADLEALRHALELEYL
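Eya2 (0.2 uM) preincubated 10 min at ambient with compound, then OMFP substrate added at 50 uM; 10 min reaction in 50 mM HEPES pH 7.5, 50 mM NaCl, 5 uM MgCl2, 0.05% BSA, 1 mM DTT. Fluorescence read at Ex 485/Em 525 nm.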
USP2a inh: USP2a (human) protease inhibition | O75604 | USP2 core, Ub-CHOP2 coupled fluorogenic reporter, 485/531 | Potency, µM (series often up to 38.3 µM), for the others: at the highest dose activity change, negative = inhibition, hits mostly inhibitors | 0.01% of 330,000 active | AID 463254;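 further: potency means the concentration at half of the fitted maximal effect; plate controls were DMSO wells for no effect and full inhibition by NEM control for full effect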
Target sequence (O75604 whole entry, looked up): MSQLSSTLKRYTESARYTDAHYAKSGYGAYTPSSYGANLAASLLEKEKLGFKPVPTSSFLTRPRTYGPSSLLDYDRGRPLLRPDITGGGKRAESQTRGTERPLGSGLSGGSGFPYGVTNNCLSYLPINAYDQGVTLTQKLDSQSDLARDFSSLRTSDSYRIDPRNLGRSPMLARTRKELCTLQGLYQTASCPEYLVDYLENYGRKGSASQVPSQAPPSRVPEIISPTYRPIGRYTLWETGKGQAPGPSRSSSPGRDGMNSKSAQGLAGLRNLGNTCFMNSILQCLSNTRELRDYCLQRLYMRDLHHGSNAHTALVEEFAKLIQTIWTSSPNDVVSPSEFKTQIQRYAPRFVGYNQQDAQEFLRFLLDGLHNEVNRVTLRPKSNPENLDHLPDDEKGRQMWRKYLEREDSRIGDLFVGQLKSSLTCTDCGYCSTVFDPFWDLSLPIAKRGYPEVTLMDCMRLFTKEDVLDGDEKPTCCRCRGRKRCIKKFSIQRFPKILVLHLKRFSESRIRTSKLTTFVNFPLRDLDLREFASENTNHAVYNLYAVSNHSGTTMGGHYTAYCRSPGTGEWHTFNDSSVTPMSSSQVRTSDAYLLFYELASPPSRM
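Cell-free coupled assay: 10nM USP2 core preincubated 30min RT with compound in Tris-HCl pH 8.0/CaCl2/CHAPS buffer, then 25nM Ub-CHOP2 and 25nM reporter substrate; fluorescence (Ex 485/Em 531) read after 60min RT, normalized to NEM inhibition, concentration-response curves fitted.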
Integrin act MD: integrin-mediated muscular dystrophy alleviation activation. alpha7betagal myoblasts, beta-gal FDG fluorescence, 48 h. Potency, µM (top dose mostly 38.3 µM), for the others: top-dose activation, actives largely listed as activators. 0.064% of 350,000 active. AID 624291;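 further: potency means the concentration at half of the fitted maximal effect; 100% = response of the positive control SU9516; nearly all actives have a fitted effect of over 60% in size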
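alpha7betagal+/- myoblasts (passage 13, 250/well) treated 48 h at 37C with compounds at 1:260 dilution of DMSO stock. Lysed, then beta-galactosidase activity read as FDG fluorescence (ex 480/em 540) after 30 min, with pre-read for autofluorescence.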
p53 reactivation: restores transcriptional activity of mutant p53. 0.063% of 320,000 active. H1299 p53-A138V BP100-luciferase reporter, luminescence, 24 h. Potency, µM (doses to about 92.2 µM), without a hit: at the top dose activity change, positive = activation, hits mostly activators. AID 504706; further: potency means the concentration at half of the fitted maximal effect; % of control where 0% means no effect; nearly all actives have a fitted effect of over 45% in size
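H1299 (p53-null), stable ts p53-A138V + BP100-Luc; 1000 cells/well, Opti-MEM/10% FBS; cpd 4 pt, 1:5; 24 h, 37 deg C, 5% CO2; detection reagent 10 min RT; luminescence.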
PTAP TSG101 blk: blocks PTAP/TSG101 interaction to inhibit HIV-1 budding; Q99816; Fluorescence polarization, FITC-PTAP peptide / Tsg101 binding; Potency, µM (titrated, usually from 115 µM), inactives show at the highest dose activity change, negative = inhibition, actives largely listed as inhibitors; 340,000 tested, under 10 active; active means well fitted inhibition curve with a large enough effect in the main read-out, with a control signal flat, not every such curve was filed as active; inconclusive means small, poorly fitted or top-dose-only effect, or effect the other way, or a change in a side signal; inactive means no such curve, though single readings can be large or run the other way; further: potency means the concentration at half of the fitted maximal effect; % of control where 0% means no effect
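Tsg101 binding domain (10 uM final) was mixed with compound and a FITC-labeled PTAP peptide (50 nM final) in HEPES pH 7.5 buffer with NaCl, Tween 20, EDTA and TCEP; fluorescence polarization was read after 20 min at r.t.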
uPA surface inh: inhibitors of cell surface uPA generation; AID 540303; cell surface uPA generation assay, qHTS; Potency, µM (titrated, usually from 38.3 µM), without a hit: at the top dose activity change, negative = inhibition, usual class: inhibitors; 0.31% of 330,000 active; active means well fitted inhibition curve with a large enough effect; inconclusive means small, poorly fitted or top-dose-only effect; inactive means no such curve, though single readings can be large or run the other way; tested in mouse RAW 264.7 cells; further: potency means the concentration at half of the fitted maximal effect; on the % scale 0 is the no-effect control and ±100 the full control effect; nearly all actives have a fitted effect of over 55% in size
BRCA1 expr act: increases BRCA1 expression | Potency, µM (highest dose often 46.1 µM), for inactives: top-dose activation, hits mostly activators | AID 624202 | 1.1% of 380,000 active | MCF7-BRCA1-FFLuc reporter, luminescence, 48 h; response scale: scaled: vehicle 0%, 10 µM genistein 100%; further: potency means the concentration at half of the fitted maximal effect; nearly all actives have a fitted effect of over 80% in size; some results filed as inactive show a strong effect at the top dose
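MCF7-BRCA1-FFLuc, 2000 cells/well; 2 h attach, 37 °C/5% CO2; compound 48 h; luciferase substrate 15 min; luminescence end-point. Norm. to genistein 10 microM max activation and DMSO; concentration-response curves fitted.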
TRPV1 agonist: agonists of human vanilloid receptor 1 (TRPV1); Q8NER1; TRPV1-expressing cells, Fluo-8 calcium influx, agonist mode; activation, % at 8.33 µM; 0.19% of 320,000 active; in the data active means activation above about 80%; inconclusive means between about 30% and that limit; further: 0% is about no effect
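TRPV1-expressing cells were cultured overnight at 35.5C and loaded with Fluo-8 calcium dye for 40 to 90 min at room temperature. After a 10 s baseline, compound was added and calcium influx was read kinetically for 3 min (ex 480/em 520 nm).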
S-ASM inh: human S-ASM enzyme inhibition; placental ASM, HMU-PC fluorogenic substrate, 60 min; Potency, µM (titrated, usually from 57.5 µM), inactives show top-dose activity change, negative = inhibition, most hits filed as inhibitors; 0.006% of 340,000 active; AID 504937; further: potency means the concentration at half of the fitted maximal effect
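Fluorogenic HMU-PC substrate (9 uM final) is turned over by placental ASM in 60 min at 37 C after a 10 min compound preincubation. Reaction ended by alkaline stop (pH 10), with fluorescence read at 386/447 nm.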
B2AR arrestin: recruits beta-arrestin to the human beta2-adrenergic receptor; P07550; beta-arrestin recruitment to beta2AR, cell-based reporter; Potency, µM (highest dose often 46.1 µM), without a hit: top-dose activation, usual class: activators; 0.02% of 330,000 active;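 further: potency means the concentration at half of the fitted maximal effect; 0% = DMSO controls and full agonism = EC100 isoproterenol or metaproterenol; nearly all actives have a fitted effect of over 65% in size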
ELG1 genotoxic: genotoxicity induction in ELG1-luciferase HEK293T cells | HEK293T ELG1-luciferase reporter, luminescence, 16 h | Potency, µM (titrated, usually from 46 µM), without a hit: at the top dose activity change, positive = activation, hits mostly activators | 1.3% of 330,000 active; further: potency means the concentration at half of the fitted maximal effect; % of control where 0% means no effect; nearly all actives have a fitted effect of over 60% in size
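HEK293T cells expressing luciferase-tagged ELG1 were exposed to compound or DMSO vehicle for 16 hr at 37 °C and 5% CO2. Luciferase activity was then measured with ONE-Glo after 30 min at room temperature.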
* = called active by the depositor; ? = inconclusive; . = not tested or not shown; [ ] = another dose, or the depositor's remark. Unless noted, the call rests on the fitted dose curve; in most records, active means well fitted curve in the direction sought with a large enough effect; inconclusive means small, poorly fitted or top-dose-only effect, or another doubt; inactive means no such curve, though single readings can be large; an effect the other way counts as inactive or inconclusive. Rows are unselected; 2.6% or so of the library scored in one or more.

Results follow in this order: Eya2 inh, USP2a inh, Integrin act MD, p53 reactivation, PTAP TSG101 blk, uPA surface inh, BRCA1 expr act, TRPV1 agonist, S-ASM inh, B2AR arrestin, ELG1 genotoxic
O=S(=O)(c1ccccc1)N1CCC2(CC1)OCCN2S(=O)(=O)c1cccs1
 : 6%, 0%, ?, 5%, -5%, -6%, -30%, -9, 2%, -0.3%, -1%
Cn1nc(CC(=O)NCCN2C(=O)CSC2=O)c2ccccc2c1=O
 : -7%, 1%, 17%, -7%, 0%, 2%, -8%, ., 5%, 1.8%, 0%
CC1CCN(C(=O)C(C)OC(=O)CSc2ccc([N+](=O)[O-])cc2)CC1 (stereo not given)
 : 11%, -1%, 0%, -5%, -5%, -12%, 8%, ?, -6%, -0.1%, -3%
Cc1ccc([N+](=O)[O-])cc1N=C1C(=O)Nc2ccccc21
 : -8%, -3%, -42%, 15%, -5%, -2%, -30%, -4, -6%, -0.2%, -5%
CCC(C)(C)n1nnnc1C(c1cccs1)N1CCN(Cc2ccccc2)CC1 (stereo not given)
 : -5%, -1%, -11%, 5%, -4%, -2%, -1%, -2, -2%, -1.9%, -1%
Cc1cc(C)cc(OCC(=O)OC(C)C(=O)Nc2c(C)n(C)n(-c3ccccc3)c2=O)c1 (stereo not given)
 : 4%, 1%, 9%, 1%, 1%, 1%, -7%, 0, 1%, -0.3%, -3%
Cn1c(=O)c2[nH]c(CN3CCCCC3)nc2n(C)c1=O
 : ., ., 13%, ., 5%, -7%, -28%, ., 3%, ., .
CCN(CC)S(=O)(=O)c1ccc2oc(C(=O)NC3CCCc4ccccc43)c(C)c2c1 (stereo not given)
 : 8%, 0%, ?, -3%, -8%, -14%, -44%, -1, -2%, 0.1%, -1%
COC(=O)c1ccc(CNC(=O)CN(CCC(C)C)S(=O)(=O)c2ccc3c(c2)OCCO3)cc1
 : -2%, -1%, 4%, 0%, -1%, 3%, -41%, ?, -3%, -0.5%, -8%
C=CCNC1=C(Cl)C(=O)N(Cc2ccccc2)C1=O
 : -1%, 3%, -18%, 2%, 1%, 0%, 4%, ?, -3%, -0.1%, 5%
CCS(=O)(=O)n1nc(-c2ccc(Cl)cc2)nc1SCc1ccccc1
 : -16%, 3%, 20%, ?, -3%, 4%, 52%, 8, -10%, -0.4%, 17%
Cc1oc(C(=O)O)cc1COc1cccc2cccnc12
 : 21%, 4%, 7%, 4%, -5%, 4%, -25%, 0, 0%, 0.0%, 0%
Cc1ccc(NC(=O)CSCC(=O)N2c3ccccc3CCc3ccccc32)cc1
 : 4%, -1%, -41%, -5%, -6%, -5%, -3%, 7, -7%, -0.8%, -5%
Cc1cccc(Nc2nnc(-c3ccc(C(=O)N4C[C@H]5C[C@H](C4)c4cccc(=O)n4C5)cc3)c3ccccc23)c1
 : -13%, 3%, 24%, -14%, -6%, 2%, -44%, -2, 1%, -0.8%, 0%
CC(C)C(=O)N1CCC2(CC1)Oc1ccc(Cl)cc1C(=O)C21CC(c2cccnc2)=NO1 (stereo not given)
 : -15%, -1%, 8%, -5%, -9%, -7%, -21%, 19, -4%, -0.6%, 7%
Cc1cc(C)nc(SCCS(=O)(=O)Cc2ccc(Cl)cc2)n1
 : -6%, -1%, -13%, -10%, -5%, -4%, 13%, -1, -1%, -0.2%, 3%
COc1ccccc1N1CCN(CCCN2C(=O)C3CCCCN3C2=O)CC1 (stereo not given)
 : ., ., 18%, ., -2%, 6%, 0%, ., -1%, ., .
COc1cc(CNCC(O)c2ccccc2)ccc1OCc1ccc(Cl)nc1 (stereo not given)
 : -5%, 7%, -36%, -3%, -3%, -7%, 8%, 0, 2%, 14%, 5%
CCn1ncc(Br)c1C(=O)Nc1ccn(C23CC4CC(CC(C4)C2)C3)n1
 : -4%, 2%, -8%, -2%, -2%, -4%, -33%, 9, -3%, -0.5%, 7%
CSc1ccccc1NC(=O)Nc1ccccc1Cl
 : 5%, 2%, -7%, 4%, -1%, 0%, -6%, 14, -5%, -0.5%, 3%
COc1ccc2[nH]cc(CCNC(=O)Cc3ccc(F)cc3)c2c1
 : -1%, 0%, 13%, ., 1%, -16%, -5%, 4, -3%, -0.5%, -4%
CN(Cc1ccccc1F)C(=O)CCNC(=O)c1ccc(C(C)(C)C)cc1
 : -3%, -1%, 34%, 29%, -4%, 8%, 2%, ?, 2%, 0.1%, 2%
Cc1c(O)c(=O)c2ccccc2n1C
 : 4%, 0%, -11%, -8%, -1%, -21%, 4%, 2, 369%[activator], -1.2%, 2%
CC1CC(C)CN(C(=O)CCCNC(=O)c2ccc(Cl)cc2)C1 (stereo not given)
 : -7%, -1%, ?, -14%, -8%, 2%, 2%, ?, 3%, 0.4%, -9%
Nc1ccccc1Nc1cc(-c2ccccc2)nn1-c1ccccc1
 : -3%, -2%, 29%, ?, 2%, 2%, 53%, ?, -16%, 0.5%, 8%
Cc1[nH]c2ccccc2c1C(c1ccncc1)N1CCN(c2ccc(F)cc2)CC1 (stereo not given)
 : -15%, 4%, 0%, 9%, -1%, 4%, -26%, 7, -1%, -0.5%, -8%
COc1ccc([N+](=O)[O-])cc1NC(=O)c1csc(C)c1
 : -8%, 2%, 3%, 10%, -2%, -1%, -25%, -1, -2%, 0.3%, -2%
Cc1cc(=O)oc2cc(NC(=S)NCc3ccccn3)ccc12
 : 2%, -1%, -30%, 9%, -8%, -13%, 29%, 1, 78%[activator], 0.2%, 16%
Cc1nnc(SCC(=O)N(Cc2ccccc2)C(C)C)n1-c1ccccc1
 : 3%, 0%, -4%, -3%, -10%, 8%, -1%, 1, 1%, 0.3%, 0%
CNC(=S)SCCOc1ccccc1C
 : -5%, 0%, -1%, ?, -2%, -12%, -22%, 3, 0%, -0.5%, 2%
Cn1c(=O)[nH]c2c(cnn2C)c1=O
 : ., ., 10%, ., 0%, -2%, -1%, ., 3%, ., .
CCC(C)NS(=O)(=O)c1ccc(OCC(=O)N2CCCC2)cc1 (stereo not given)
 : 4%, 0%, -7%, -8%, -2%, -2%, 1%, -6, 0%, -0.2%, -1%
Cc1ccc2nc(NC(=O)CSc3nc4c(c(=O)n3C)SC(C)C4)sc2c1 (stereo not given)
 : 5%, -1%, -31%, 12%, -4%, 3%, -52%, -4, -9%, 11%, 0%
C/C(O)=C\c1nc2ccccc2oc1=O
 : -1%, 0%, -33%, 9%, -7%, -13%, -45%, ., 4%, -0.3%, -1%
Cc1nc2c([N+](=O)[O-])c(C)c(C)cc2[nH]1
 : 3%, 8%, 9%, -3%, -2%, -1%, -19%, -2, -2%, -0.2%, 0%
Cc1nn(-c2nc3ccccc3s2)c(N)c1-c1ccccc1
 : 2%, -1%, -23%, 22µM*, -2%, -23%, ?, -1, -2%, -0.1%, ?
CCCC(=O)Nc1ccc(N2CCN(S(C)(=O)=O)CC2)cc1
 : 2%, 1%, 10%, 19%, 0%, 1%, -1%, 2, 2%, -1.5%, -1%
Cn1nnc2cc(C(=O)Nc3ccc(Cl)cc3)ccc21
 : -6%, 2%, -13%, -2%, 3%, -5%, 26%, ?, 0%, -0.3%, ?
Cn1c(=O)c2c(ncn2CC(COCc2ccccc2)OCc2ccccc2)n(C)c1=O (stereo not given)
 : -6%, 0%, -25%, -1%, -2%, 6%, -1%, 1, -5%, 0.1%, -3%
CCCCC(O)(c1ccc(OC)cc1)C(CN1CCOCC1)c1ccccc1 (stereo not given)
 : -1%, -6%, ?, -7%, 3%, 1%, -25%, ?, -1%, 0.1%, -8%
CC(=O)c1cccc(NC(=O)/C(=C\c2cccnc2)NC(=O)c2ccco2)c1
 : 2%, 0%, -18%, -4%, 0%, 3%, -2%, -3, 1%, 0.1%, -1%
CCN1CCN(CCOc2ccccc2-c2ccccc2)CC1
 : 16%, 3%, -32%, -2%, 0%, -10%, -24%, 3, 0%, -0.2%, -5%
CCN(Cc1ccc(OC)c(COC)c1)CC1CCCN(CCc2cccc(OC)c2)C1 (stereo not given)
 : -8%, 1%, -30%[inhibitor], ., -4%, -15%, -31%, 3, -2%, 0.4%, -18%
COc1ccc(OC)c(NC(=O)Cn2c(-c3ccc(Cl)cc3)noc2=O)c1
 : -9%, 4%, 3%, 0%, -4%, ., -25%, 10, 0%, -0.3%, 0%
O=C(CNCC1CCCO1)N1CCN(S(=O)(=O)c2ccc3ccccc3c2)CC1 (stereo not given)
 : -2%, 2%, -9%, 2%, -5%, 3%, 0%, -2, -1%, -0.3%, -5%
O=C(O)c1ccc(-c2ccccc2Cl)o1
 : 20%, -7%, -6%, 28%, 0%, 0%, 53%, 1, 7%, -0.3%, 2%

Source: PubChem BioAssay (National Center for Advancing Translational Sciences (NCATS))
